# From PubChem BioAssay
# 14-3-3g Raf: modulators of 14-3-3 gamma protein binding, primary screen, biochemical, fluorescence polarization; 14-3-3 protein gamma (Homo sapiens), P61981; 160,000 compounds, 0.19% hits; FP, 14-3-3gamma / TMR-pS259-Raf peptide binding; inhibition, % at 40 µM; in the data active = inhibition above about 30%;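 note: 0% = protein plus tracer without compound and 100% = blank with tracer alone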
# Target sequence (P61981 whole entry, looked up): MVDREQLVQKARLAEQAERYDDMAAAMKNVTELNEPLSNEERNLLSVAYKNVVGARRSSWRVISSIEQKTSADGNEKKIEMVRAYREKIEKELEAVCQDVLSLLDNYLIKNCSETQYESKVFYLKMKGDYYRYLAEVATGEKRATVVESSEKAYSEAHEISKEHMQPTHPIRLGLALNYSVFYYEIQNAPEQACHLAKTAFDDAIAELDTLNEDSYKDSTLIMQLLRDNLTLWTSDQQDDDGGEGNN
# Numbers without * were called inactive; & = joins results of further samples.
SMILES,14-3-3g Raf
C=CCOc1ccccc1/C=c1\sc2nc(=O)c(C)nn2c1=O,-25
COC(=O)C1CCN(C(=O)Cc2ccc(OC)c(OC)c2)CC1,-3
Cc1nc2ccccc2c2oc(C(=O)NCC3COc4ccccc4O3)cc12 (stereo not drawn),-5
Cc1nnc(SCC(=O)N2CCN(S(=O)(=O)c3ccccc3)CC2)[nH]c1=O,2
Cc1ccc(-c2nc(CSCC(=O)NCCCN3CCOCC3)c(C)o2)cc1,0
CCOc1cc(CN2CCSCC2)ccc1O,0
CCN(C(=O)c1cn(CC(C)C)c(=O)c2cc(OC)c(OC)cc12)c1ccccc1C,1
CC(C)C(c1nnnn1Cc1ccc2c(c1)OCO2)N1CCN(c2ccccc2)CC1 (stereo not drawn),3
CNC(=O)C1CC(=O)N(Cc2ccc(OC)c(OC)c2)C(=Nc2ccc(OC)cc2)S1 (stereo not drawn),3
Nc1nc2ccccc2n1CCOc1ccccc1Cl,-9
CC(NC(N)=O)C12CC3CC(CC(C3)C1)C2 (stereo not drawn),-7
CC(=O)c1c(C)[nH]c(C(=O)Nc2ccc3c(c2)OCCO3)c1C,-2
CCSc1nnc(NC(=O)c2csc3c2CCCC3)s1,-6
CC1CCN(C(=O)COc2ccc([N+](=O)[O-])cc2)CC1,-8
Cc1ccc(-c2cccc(NC(=O)C3C(C(=O)O)[C@@H]4C=C[C@H]3C4)c2)o1 (stereo partly drawn),-22
CCc1ccc(C2=CC(c3ccccc3Cl)n3ncnc3N2)cc1 (stereo not drawn),-11
COc1cccc(/C=N/n2c(C)nc3ccccc32)c1OC,-2
Cc1nc2cc(C(=O)O)ccc2n1-c1ccc(C(C)C)cc1,-68
CCOC(=O)NCc1ccc(CNC(=O)OCC)cc1,2
CCCc1c(C)c2ccc(OCC(C)=O)cc2oc1=O,3
CCOC(=O)c1cnc2ccc(OC)cc2c1Nc1cccc(O)c1,1
O=CNC1CCCc2c1[nH]c1ccc(C3CCCCC3)cc21 (stereo not drawn),1
CCN(CC)c1ccc(C2C(C(=O)Nc3cccc(C(F)(F)F)c3)=C(C)NC3=C2C(=O)CCC3)cc1 (stereo not drawn),-73
COc1cc2oc(=O)cc(C)c2cc1OCCBr,-2
O=C(c1ccccc1)c1ccc2c(c1)C(=O)N(c1cccc(O)c1)C2=O,4
# New compounds follow
SMILES,14-3-3g Raf
NC(=O)NC(Cc1ccccc1)c1ccccc1 (stereo not drawn),-7
CCSCCOC(=O)C1=C(C)NC2=C(C(=O)CC(c3ccccc3OC)C2)C1c1cccs1 (stereo not drawn),-92
Cn1cc(CCC(=O)NCc2ccccc2Cl)c2ccccc21,-1
CC(=O)N(C)c1ccc(OCC(O)Cn2c3ccc(Cl)cc3c3cc(Cl)ccc32)cc1 (stereo not drawn),-10
COc1ccc(OC)c(NC(=O)c2nnn(Cc3ccccc3C)c2N)c1,-3
O=C(Nc1ccc2oc(-c3ccc(F)cc3)nc2c1)c1ccc2c(c1)OCCO2,-5
CC1=C(C(=O)OC2CCCCC2)C(c2cccc3ccccc23)C2=C(CCCC2=O)N1 (stereo not drawn),2
Cc1cc(C)cc(NC(=O)c2cccc(Cl)c2)c1,-6
CCOc1ccc(C(=O)Nc2ccc(N3CCOCC3)c(Cl)c2)cc1,2
CCOC(=O)c1c(CN2CCCCC2)oc2ccc(O)cc12,5
CC(=O)Nc1ccc2c(c1)nc(CCNC(=O)c1ccccc1)n2C,-22
COc1ccc(C(=O)CSc2nnc(-c3cc(C)cc(C)c3)o2)cc1,-7
Cc1cc(NS(=O)(=O)c2ccc(Nc3nc(-c4ccc(O)cc4O)cs3)cc2)no1,-2
CCCCn1c(/N=C/c2cc(OC)ccc2O)nc2ccccc21,0
c1ccc(Cn2ncc3c(Nc4cccc5ccccc45)ncnc32)cc1,-9
CCn1cc2c(c1-c1cccc(C)c1)c(=O)n(C)c(=O)n2C,-10
CCOc1ccc(-n2c(SCC(=O)N3CCc4ccccc43)nc3c(c2=O)SCC3)cc1,-14
C=CCN(CC=C)C(=O)c1ccccc1NC(=O)c1ccccc1C,-5
COc1ccc(-n2nnc3c(SCC(=O)OCc4ccccc4)ncnc32)cc1,3
Cn1cc(CCC(=O)NCCN2CCOCC2)c2ccccc21,-6
CCOC(=O)c1c(NC(=O)c2ccc(OC)cc2OC)sc2c1CCC2,5
O=C(O)C1CCCCN1S(=O)(=O)c1ccc(Cl)cc1 (stereo not drawn),-12
O=C(CCNS(=O)(=O)c1cccs1)Nc1ccc(F)cc1,1
Cc1ccc(Cn2c(=O)n(Cc3ccc4c(c3)OCO4)c(=O)c3ccccc32)c(C)c1,-1
O=C(c1ccc(Br)cc1)N1CCN(c2ccc([N+](=O)[O-])c(NC3CC3)c2)CC1,5
# (more compounds)
SMILES,14-3-3g Raf
COc1ccc(CCNC(=O)CSc2nc(O)c(CC(C)C)c(=O)[nH]2)cc1OC,-1
CC(C)NC(=O)N1c2ccccc2Sc2ccccc21,-6
COc1cccc2c(=O)cc(C)n(CC(=O)Nc3ccc(C)c(C)c3)c12,-9
COC(=O)c1ccccc1NC(=O)C1CCCN(S(=O)(=O)c2ccc(OC)cc2)C1 (stereo not drawn),-4
Cc1ccc(S(=O)(=O)N(C)C(=O)NC(=O)Nc2c(C)cc(C)cc2C)cc1,4
Cn1c(=O)[nH]c(=O)c2c1nc([N+](=O)[O-])n2Cc1ccc(F)cc1,-9
O=C1c2ccc([N+](=O)[O-])c3c([N+](=O)[O-])ccc(c23)C(=O)N1c1cccc([N+](=O)[O-])c1,-18
CCOC(=O)c1cc(-c2ccc(F)cc2)n(CC(=O)Nc2nccs2)c1C,5
O=C(Nc1ccccc1-c1nc2ccccc2[nH]1)c1cc(Cl)ccc1[N+](=O)[O-],12
Cc1ccnc(N2C(=O)CSC2c2ccc(Cl)cc2)c1 (stereo not drawn),0
CCOC(=O)N1CCC(Nc2c(Nc3ccc(C)c(C)c3)c(=O)c2=O)CC1,-26
CC(C)(C)NC(=O)c1c(NC(=O)c2ccccc2)sc2c1CCC(C(C)(C)C)C2 (stereo not drawn),4
CCC(C)NC(=O)C1CCC(=O)N1CCc1ccccc1 (stereo not drawn),-4
CCOC(=O)c1ccc(Nc2ncnc3c2cnn3-c2ccc(OC)cc2)cc1,6
Cc1ccc(F)c(NC=C2C(=O)OC(C)(C)OC2=O)c1,1
O=C(CSc1nc2c([nH]c3ccccc32)c(=O)n1-c1cccc(Cl)c1)N1CCCCC1,-3
CCc1c(C)c2ccc(OC)c(C)c2oc1=O,-5
Cc1cc2ccccc2n1CCNC(=O)c1cccc(Br)c1,-1
CCOC(=O)C(C)Sc1nc2c([nH]c3ccccc32)c(=O)n1-c1cccc(OC)c1 (stereo not drawn),-1
COc1ccc(C2/C(=C(\O)c3ccc(C)cc3)C(=O)C(=O)N2c2nnc(C)s2)cc1 (stereo not drawn),-6
COc1cccc(N2CCN(Cc3nc4ccccc4c(=O)[nH]3)CC2)c1,-9
Cc1ccccc1C1CC(c2ccc(Cl)cc2)Nc2nnnn21 (stereo not drawn),1
CCOC(=O)C1=C(C)NC2=C(C(=O)C(C(=O)OC)C(C)C2)C1c1ccc(OC)cc1 (stereo not drawn),1
C=CCN=C(CC)C1=C(O)CCCC1=O,-8
CC(NC1CC(=O)N(c2ccc(-c3nc4ccccc4o3)cc2)C1=O)c1ccccc1 (stereo not drawn),-86
# Other compounds.
SMILES,14-3-3g Raf
COCCn1c(=S)[nH]c2cc(C(=O)NCCCN3CCOCC3)ccc2c1=O,-3&4
Fc1ccc(CNc2nc(-c3ccco3)cc(C(F)(F)F)n2)cc1,-7
Cc1ccc(C)c(NC(=O)Cn2c(=O)n(Cc3ccco3)c(=O)c3ccccc32)c1,-6
Cc1ccc2ncnc(N(CC(C)C)CC(C)C)c2c1,-25
COc1ccc(N(C(C)=O)c2nc(-c3cc4c(ccc5ccccc54)oc3=O)cs2)cc1,-23
COc1cc(OC)cc(C(=O)Nc2ccc3oc(-c4ccc(OC)c(Br)c4)nc3c2)c1,-38
COCCn1cnc2cc(C)c(C)cc21,10
CC1CCN(S(=O)(=O)c2ccc(C(=O)Nc3nc(-c4ccncc4)cs3)cc2)CC1,-23
N#Cc1ccc(-c2ccncc2)nc1SCC(=O)NC1CC1,-13
Cc1ccc(NC2=C(C(=O)c3ccccc3)C(c3ccccc3)N(c3ccccn3)C2=O)cc1 (stereo not drawn),-1
CC(C)OC(=O)C(C)Oc1ccc2c(=O)c(Oc3ccccc3Br)coc2c1 (stereo not drawn),-2
Cc1cccc(N(CC(=O)Nc2c(C)cccc2C)S(C)(=O)=O)c1C,1
Cc1cc(C)c2c(c1)Cc1cc3ccccc3nc1-2,0
O=C(Nc1nc2n(n1)C(c1ccc(Cl)cc1)CC(c1ccc(Cl)cc1)N2)c1ccco1 (stereo not drawn),-12
COc1ccccc1-c1ccc(=O)n(CC(=O)Nc2ccc(C(=O)N3CCCC3)cc2)n1,-10
CC(C)CNC(=O)c1ccc(N2CC3CC(C2)c2cccc(=O)n2C3)c(NS(=O)(=O)c2ccc(Br)cc2)c1 (stereo not drawn),4
COc1ccc(-c2noc(CN(C)S(=O)(=O)c3ccccc3)n2)cc1OC,5
COc1ccccc1NCN1C(=O)CCC1=O,-1
O=C(O)c1cccc(CSc2nnc(COc3ccccc3)o2)c1,7
CCN1CCN(C(=O)CN2N=C(c3ccc(C)cc3)CCC2=O)CC1,-5
Cc1ccc(-n2cc(-c3ccc(Cl)cc3)[nH]c2=O)cc1F,-40
Cn1c(=O)c2c(nc(N3CCCC3)n2Cc2ccccc2Cl)n(C)c1=O,0
CC(=O)Oc1cccc(N2Cc3ccccc3C2=O)c1,-7
CC1(C)Cc2ccccc2C(Nn2cnnc2)=N1,3
Cc1ccc(CCNC(=O)CCn2c(=O)[nH]c3ccsc3c2=O)cc1,-2

# Part of the list above in a different format.
structure	14-3-3g Raf
COCCn1c(=S)[nH]c2cc(C(=O)NCCCN3CCOCC3)ccc2c1=O	-3&4
Fc1ccc(CNc2nc(-c3ccco3)cc(C(F)(F)F)n2)cc1	-7
Cc1ccc(C)c(NC(=O)Cn2c(=O)n(Cc3ccco3)c(=O)c3ccccc32)c1	-6
Cc1ccc2ncnc(N(CC(C)C)CC(C)C)c2c1	-25
COc1ccc(N(C(C)=O)c2nc(-c3cc4c(ccc5ccccc54)oc3=O)cs2)cc1	-23
COc1cc(OC)cc(C(=O)Nc2ccc3oc(-c4ccc(OC)c(Br)c4)nc3c2)c1	-38
COCCn1cnc2cc(C)c(C)cc21	10
CC1CCN(S(=O)(=O)c2ccc(C(=O)Nc3nc(-c4ccncc4)cs3)cc2)CC1	-23
N#Cc1ccc(-c2ccncc2)nc1SCC(=O)NC1CC1	-13
Cc1ccc(NC2=C(C(=O)c3ccccc3)C(c3ccccc3)N(c3ccccn3)C2=O)cc1 (stereo not drawn)	-1
CC(C)OC(=O)C(C)Oc1ccc2c(=O)c(Oc3ccccc3Br)coc2c1 (stereo not drawn)	-2
Cc1cccc(N(CC(=O)Nc2c(C)cccc2C)S(C)(=O)=O)c1C	1
Cc1cc(C)c2c(c1)Cc1cc3ccccc3nc1-2	0
O=C(Nc1nc2n(n1)C(c1ccc(Cl)cc1)CC(c1ccc(Cl)cc1)N2)c1ccco1 (stereo not drawn)	-12
COc1ccccc1-c1ccc(=O)n(CC(=O)Nc2ccc(C(=O)N3CCCC3)cc2)n1	-10
CC(C)CNC(=O)c1ccc(N2CC3CC(C2)c2cccc(=O)n2C3)c(NS(=O)(=O)c2ccc(Br)cc2)c1 (stereo not drawn)	4
COc1ccc(-c2noc(CN(C)S(=O)(=O)c3ccccc3)n2)cc1OC	5

# Next compounds
SMILES,14-3-3g Raf
CC1CCN(c2ncnc3c2c(-c2ccccc2)cn3-c2cccc(C(F)(F)F)c2)CC1,-4
O=C(Nc1nc2sc3c(c2c(=O)s1)CCCC3)c1ccc([N+](=O)[O-])cc1,-3
Cc1ccc2oc(-c3ccc(Br)cc3)cc(=O)c2c1,-7
CS(=O)(=O)N(Cc1ccc(F)cc1)Cc1nc2ccccc2c(=O)[nH]1,-7
CC12CC(NC(=O)N1c1cccc(C(=O)NCc3ccccc3)c1)c1ccccc1O2 (stereo not drawn),-4
Cc1ccc(-n2c(SCC(=O)Nc3ccc4c(c3)OCCO4)nnc2-c2ccco2)cc1,-8
O=C(c1ccco1)N1CCc2c([nH]c3ccccc23)C1c1ccc2c(c1)OCO2 (stereo not drawn),-5
CCOC(=O)c1[nH]c2ccccc2c1NC(=O)c1ccc(-c2ccccc2)cc1,2
CCc1nnc(NC(=O)CSc2nnc(C3CCCCC3)n2-c2ccccc2)s1,-1
COc1cc(OC)cc(C(=O)N2CCN(Cc3cccnc3)CC2)c1,1
O=C(CSc1nnc(Cc2cc(=O)[nH]c(=O)[nH]2)n1-c1ccccc1)N1CCCCC1,0
O=C(NCCCN1CCOCC1)c1n[nH]c(=O)c2ccccc12,0
CCOC(=O)C1CCN(C(=O)COc2ccc(S(=O)(=O)NC(C)(C)C)cc2)CC1,-4
COc1ccccc1CNC(=O)c1ccc(Cn2c(=O)c3ccccc3n(Cc3ccc(C)cc3)c2=O)cc1,-10
CN(CC(=O)N1CCN(c2cccc(Cl)c2)CC1)S(=O)(=O)c1cccs1,-9
O=C1CCCc2sccc2N1,0
CCOc1ccc2oc(-c3cc(Br)cc4c3OCOC4)c(N)c(=O)c2c1,-12
CCn1cc(C(=O)O)c(=O)c2ccc(Cc3ccccc3)nc21,2
O=C(Cn1nc(-c2ccccc2)ccc1=O)NCCN1CCOCC1,-8
COC(=O)COc1ccccc1C1C(C(=O)OC)=C(C)NC2=C1C(=O)c1ccccc12 (stereo not drawn),-54
O=C(O)CCSc1nc2ccccc2n1CCOc1ccccc1,-8
CC(=O)Nc1ccccc1Sc1ccc2c3c(cccc13)C(=O)N(c1ccc(C)cc1)C2=O,-10
CC1(C)CC(=O)C2=C(C1)Nc1ccccc1NC2c1ccccc1Cl (stereo not drawn),-12
O=C1CCCC2=C1C1(O)C(=O)c3ccccc3C1(O)O2 (stereo not drawn),56*
CCOCCCN1C(=O)CN(C2CCCCC2)C(=O)C1c1ccc(OCC)c(OC)c1 (stereo not drawn),-3
O=C(CC12CC3CC(CC(C3)C1)C2)NCCN1CCOCC1,-4
O=c1cc(-c2ccccc2)nc(SCc2nc3ccccc3c(=O)[nH]2)[nH]1,-22
CC1=C(C(=O)OC2CCCCC2)C(c2ccccn2)C2=C(CC(c3ccccc3)CC2=O)N1 (stereo not drawn),5
O=CNC1c2ccccc2Oc2ccccc21,6
COc1ccc(N=Cc2c(NCc3ccccc3)nc3c(C)cccn3c2=O)cc1,3

# An excerpt; the hit share may differ from the screen's.
